High-throughput results as filed in PubChem.
PolyA inhibitor – blocks polyadenylation in yeast reporter cells. actives 0.02% (n = 300,000). S. cerevisiae SKY197-pL101 polyadenylation reporter, beta-gal luminescence; efflux-impaired pdr1/pdr3 knockout yeast; score 100 = 6 SD above DMSO. calls only at 12 µM;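 active = lowest replicate activity score at least 50, where 100 means six control SD above control mean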;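 also: yeast exposed to compound for 9 h at 30 °C; higher score means more reporter readthrough which indicates perturbed polyadenylation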
TRPC6 act – activators of mouse TRPC6 channel | HEK293-TRPC6 membrane potential dye fluorescence; active compounds read high | B-score at 10 µM | actives 0.13% (n = 310,000);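 active = B-score of the integrated fluorescence ratio above library mean plus 3 SD, and starting fluorescence ratio within library mean plus 5 SD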;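 also: higher score means more depolarization so channel activation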
HIF act – HIF pathway transcriptional activation; AID 1910; activation, % at 7.5 µM (by protocol); U2OS HRE-luciferase reporter, luminescence; normalized: DMSO 0%, desferrioxamine 100%; actives 0.32% (n = 300,000);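 active = mean activation of at least 10% of the iron chelator positive control signal, with at least half of replicates also reaching 10%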
MrgX1 antagonist – blocks BAM8-22 activation of human MrgX1 receptor. Q96LB2. MRGX1-HEK293 calcium flux, Fluo-4, BAM8-22 antagonism; active compounds read low. B-score at 10 µM. actives 1.3% (n = 310,000). AID 588676;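 active = calcium-response B-score plate-corrected more than 3 library SD below zero, starting fluorescence within 5 deviations, no agonist response on first addition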;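 also: peak minus trough fluorescence over baseline after final BAM8-22 challenge near maximal dose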
TRPC6 inhibitor – mouse TRPC6 channel inhibition; Q61143; HEK293-TRPC6, membrane potential dye, ACh-evoked depolarization; active compounds read low; B-score at 10 µM; actives 1.1% (n = 310,000);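 active = B-score under library mean minus 3 SD, initial fluorescence not abnormally high, positive integrated signal ratio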;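 also: B-score derived from integrated fluorescence ratio over the kinetic read; more negative B-score means stronger inhibition of depolarization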
MrgX1 PAM – human MrgX1 positive allosteric modulation, primary screen; Q96LB2; MrgX1-HEK293, Fluo-4 calcium flux, FDSS; active compounds read high; B-score at 10 µM; actives 0.63% (n = 310,000); AID 588675;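 active = plate-corrected calcium response at least 3 library SD above typical, normal starting fluorescence, not activating the receptor alone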;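 also: compound read alongside a low EC10 to EC30 dose of BAM8-22 agonist; peak minus trough fluorescence over baseline measured at the second addition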
TRPC4 potent – allosterically enhances the mouse TRPC4 cation channel; HEK293 TRPC4beta/mu-opioid, DAMGO EC20, Fluo-4 Ca2+ flux; active compounds read high; B-score at 10 µM; actives 0.42% (n = 310,000);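 active = B-score of calcium response area above 5 SD of library B-scores, with initial fluorescence ratio within 5 SD of library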;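 also: B-score of integrated fluorescence ratio over time as area under calcium response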
Target sequence (Q9QUQ5 whole entry, looked up): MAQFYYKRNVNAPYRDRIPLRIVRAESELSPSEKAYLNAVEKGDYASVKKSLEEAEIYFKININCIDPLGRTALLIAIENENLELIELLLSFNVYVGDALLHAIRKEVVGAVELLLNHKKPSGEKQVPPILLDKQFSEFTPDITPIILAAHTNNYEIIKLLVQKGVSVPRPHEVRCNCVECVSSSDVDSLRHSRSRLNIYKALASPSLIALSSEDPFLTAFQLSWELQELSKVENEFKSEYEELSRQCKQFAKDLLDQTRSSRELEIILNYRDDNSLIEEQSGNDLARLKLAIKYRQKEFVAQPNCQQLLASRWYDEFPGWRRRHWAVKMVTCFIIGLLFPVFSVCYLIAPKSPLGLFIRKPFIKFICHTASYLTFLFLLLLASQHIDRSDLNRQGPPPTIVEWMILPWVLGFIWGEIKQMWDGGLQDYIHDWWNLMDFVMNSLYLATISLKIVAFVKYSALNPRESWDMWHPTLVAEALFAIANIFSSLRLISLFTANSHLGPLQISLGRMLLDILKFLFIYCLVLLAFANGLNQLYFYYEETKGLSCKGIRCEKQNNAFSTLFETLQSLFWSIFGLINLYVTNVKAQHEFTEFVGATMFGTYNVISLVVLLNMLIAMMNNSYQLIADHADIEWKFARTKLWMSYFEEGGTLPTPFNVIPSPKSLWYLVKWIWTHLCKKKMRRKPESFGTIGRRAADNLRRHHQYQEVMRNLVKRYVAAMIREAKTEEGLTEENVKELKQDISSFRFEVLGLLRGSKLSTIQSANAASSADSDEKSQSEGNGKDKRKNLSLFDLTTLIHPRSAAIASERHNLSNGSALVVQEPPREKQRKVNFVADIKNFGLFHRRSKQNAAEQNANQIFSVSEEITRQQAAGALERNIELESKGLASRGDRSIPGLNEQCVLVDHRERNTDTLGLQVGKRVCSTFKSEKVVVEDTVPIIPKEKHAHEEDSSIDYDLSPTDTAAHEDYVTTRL
MrgX1 ag – agonists of human MrgX1 receptor. MrgX1-HEK293 cells, Fluo-4 calcium fluorescence, agonist mode; active compounds read high. B-score at 10 µM. actives 0.44% (n = 310,000). AID 588627;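 active = calcium response B-score plate-corrected fluorescence ratio at least 3 library SD, with starting fluorescence B-score inside 5 SD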
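System – MrgX1-expressing HEK293 cells · Incubation – cells plated overnight, dye loaded 0.5 h 37 °C, 0.5 h room temperature · Technique – kinetic Fluo-4 NW fluorescence of intracellular calcium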
TRPC4 act – opens the mouse TRPC4 cation channel; actives 0.49% (n = 310,000); Q9QUQ5; AID 2237; HEK293 TRPC4beta/mu-opioid, Fluo4 calcium fluorescence; active compounds read high; B-score at 10 µM;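 active = B-score above 5 SD of library B-scores, and initial fluorescence ratio not above library mean plus 5 SD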;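 also: positive B-score marks a calcium rise read as TRPC4 activation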
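System – HEK293 cells stably co-expressing mouse TRPC4beta and mu-opioid receptor · Signal – Fluo4 calcium-sensitive dye fluorescence, kinetic, 1 Hz baseline · Benchmarks – buffer (low) and maximal DAMGO (high) · Read-out – B score of integrated fluorescence ratio per well · Incubation – dye loading 45 min room temperature, 110 s kinetic read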
AI-2 QS modul – modulators of Vibrio harveyi AI-2 quorum sensing system | AID 2094 | activity change, % at 7.5 µM | actives 0.4% (n = 300,000) | Vibrio harveyi JMH597 AI-2 luminescence/OD600 ratio, 9 h; active compounds read low; strain lacks LuxN and CqsS sensors; 0 = neutral-control median; in the data active = activity change below about -75%, passing the limit was not always enough;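 also: luminescence divided by OD600 gain over 9 h not by final OD600 alone; inactives centre near 13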
TRPC4 inh – TRPC4 (mouse) channel inhibition. Q9QUQ5. HEK293 TRPC4beta/mu-opioid, DAMGO-evoked Fluo4 calcium flux; active compounds read low. B-score at 10 µM. actives 0.39% (n = 300,000);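 active = B-score over 3 SD under the library average, no early fluorescence shift, positive overall ratio signal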
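Assay system – HEK293 line stably carrying TRPC4beta and mu-opioid receptor · Doses – single dose · Detection – Fluo4 calcium-dye fluorescence, kinetic read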
* = called active by the depositor; i = inactive; x = not tested or not shown. The list is partial; count on the stated rates, not on these rows.

Compound | PolyA inhibitor | TRPC6 act | HIF act | MrgX1 antagonist | TRPC6 inhibitor | MrgX1 PAM | TRPC4 potent | MrgX1 ag | TRPC4 act | AI-2 QS modul | TRPC4 inh
CCN(Cc1ccccc1)C(=O)CSc1ccccc1C(=O)O | i | i | -0.3 | i | i | i | i | i | i | 23.0 | i
CN(Cc1ccco1)C(=O)Cn1nc(-c2ccc(Cl)cc2)ccc1=O | i | i | -0.2 | i | i | i | i | i | i | 2.6 | i
CCC(CC)NC(=O)CON=C1c2ccccc2-c2ccccc21 | i | i | -0.4 | i | i | i | i | i | i | 11.0 | i
Cc1cc(NC(=O)Nc2ccccc2Cl)no1 | i | i | 1.7 | i | i | i | i | i | i | 13.5 | i
CCN1CCN(S(=O)(=O)c2ccc(C)c([N+](=O)[O-])c2)CC1 | i | i | -0.2 | i | i | i | i | i | i | 11.4 | i
CCC(Oc1ccccc1)C(=O)Nc1ccc(S(=O)(=O)N2CCOCC2)cc1 (stereo not drawn) | i | i | -0.1 | i | i | i | i | i | i | 39.3 | i
Cc1nn(CCO)c(C)c1Oc1ccccc1O | x | i | 0.2 | i | i | i | i | i | i | 9.8 | i
Cc1ccccc1NC(=O)/C(C#N)=C/c1ccc[nH]1 | i | i | 3.3 | i | i | i | i | i | i | 24.6 | i
COc1ccc(NC(=O)NNC(=O)c2ccc3ccccc3c2O)cc1OC | i | i | 0.3 | i | i | i | i | i | i | 13.6 | i
N#CC1=C2C=Cc3ccccc3N2CCCC1=O | i | i | 0.5 | i | i | i | i | i | i | 12.8 | i
Cc1ccccc1CN1CCN(S(C)(=O)=O)CC1 | i | i | -0.2 | i | i | i | i | i | i | 12.2 | i
O=C(Cn1ccc([N+](=O)[O-])n1)NCc1cccs1 | i | i | 0.0 | i | i | i | i | i | i | 27.0 | i
CC1=CC(C)(C)Nc2ccc(OC(=O)c3ccco3)cc21 | i | i | -1.4 | i | i | i | i | i | i | 30.8 | i
CCOC(=O)c1cc(-c2ccccc2)n(CC(=O)Nc2ccc(OC)c(OC)c2)c1C | i | i | -2.1 | i | i | i | i | i | i | 38.3 | i
COc1cc(OC)c(S(=O)(=O)Nc2ccccc2N2CCOCC2)cc1NC(C)=O | i | i | 0.0 | i | i | i | i | i | i | 28.3 | i
Cc1cc(OCC(O)CN2CCN(c3ccccn3)CC2)cc(C)c1Cl (stereo not drawn) | i | i | 0.3 | i | i | i | i | i | i | 10.6 | i
CCOC(=O)C1CCN(c2nc3ccccc3nc2C(C#N)C(=O)OC(C)C)CC1 (stereo not drawn) | i | i | 2.2 | i | i | i | i | i | i | 49.5 | i
COC(=O)c1[nH]c2c(c1C)C(=O)CC(c1ccc(C)cc1)C2 (stereo not drawn) | i | i | -0.1 | i | i | i | i | i | i | 5.0 | i
COc1cc(C2CC(c3ccccc3)=NN2c2ccccc2)ccc1OCC(=O)O (stereo not drawn) | x | i | -0.1 | i | i | i | i | i | i | 41.7 | i
COc1ccc(-c2cc(-c3n[nH]c(=S)n3-c3ccccc3Cl)[nH]n2)cc1 | i | i | -0.2 | i | i | i | i | i | i | -3.5 | i
c1csc(C2Nc3cccc4cccc(c34)N2)c1 | i | i | -9.3 | i | i | i | i | i | i | -9.2 | i
CC(C)n1cc(CN2CCCC(C(=O)Nc3cccc(-c4cc5ccccc5[nH]4)c3)C2)cn1 (stereo not drawn) | i | i | -0.6 | i | i | i | i | i | i | 17.8 | i
COc1ccc(S(=O)(=O)N2CCC(C(=O)NCCCN3CCOCC3)CC2)cc1 | i | i | -0.4 | i | i | i | i | i | i | 18.2 | i
Cc1cc2oc(=O)c(CC(=O)NCCCO)c(C)c2c2occ(C(C)(C)C)c12 | i | i | -1.0 | i | i | i | i | i | i | 17.6 | i
CCOC(=O)c1ccc(NC(=O)CC2Sc3ncnn3C2=O)cc1 (stereo not drawn) | i | i | 0.4 | i | i | i | i | i | i | 27.1 | i
Cc1cc(C)nc(-n2nc(C)c3c(C(=O)O)cc(-c4cccc(Br)c4)nc32)n1 | i | i | -0.1 | i | i | i | i | i | i | 4.6 | i
CN(C)/C=C1\SC(=S)N(c2ccc(F)cc2)C1=O | i | i | 1.3 | i | i | i | i | i | i | 6.2 | i
CCOc1ccc(NC(=O)CN(C)C(=O)c2c(C)nn(-c3ccccc3)c2Cl)cc1OCC | i | i | -1.2 | i | i | i | i | i | i | -9.1 | i
Cc1ccccc1C(=O)NC1CCN(CC(=O)NCc2cccs2)CC1 | i | i | -0.2 | i | i | i | i | i | i | 13.0 | i
COc1ccccc1C(=O)NCC(=O)OCC(=O)N(CC(C)C)c1c(N)n(Cc2ccccc2)c(=O)[nH]c1=O | i | i | -16.7 | i | i | i | i | i | i | 22.3 | i
CSCC[C@H](NC(=O)c1ccc(Cl)c([N+](=O)[O-])c1)c1nc2ccccc2[nH]1 | i | i | -1.0 | i | i | i | i | i | i | 0.0 | i
CC(/C=N/NC(=O)c1ccc2nc(C)[nH]c2c1)=C\c1ccccc1 | i | i | 0.3 | i | i | 6.69* | i | i | i | 29.2 | i
COC(=O)c1ccc(NS(=O)(=O)c2cc(C)ccc2OC)cc1 | i | i | -0.1 | i | i | i | i | i | i | 5.3 | i
C=CCSc1cc(C)nc2c(-c3ccccc3)c(C)nn12 | i | i | 0.6 | i | i | i | i | i | i | 3.5 | i
Cc1ccc(-c2noc(CCC(=O)NC3CCCC3)n2)cc1 | i | i | 0.1 | i | i | i | i | i | i | 44.0 | i
O=C(N/N=C\c1ccc(CNS(=O)(=O)c2ccccc2)o1)C(=O)Nc1ccc(F)cc1 | i | i | 0.0 | i | i | i | i | i | i | 21.7 | i
O=C(NCCOc1ccccc1)C1CCC(=O)N(CCc2ccccn2)C1 (stereo not drawn) | i | i | -0.7 | i | i | i | i | i | i | 4.3 | i
CS(=O)(=O)N(CC(=O)Nc1ccc(F)c(F)c1)c1cccc([N+](=O)[O-])c1 | i | i | -0.1 | i | i | 8.55* | i | i | i | 11.3 | i
OC(CN1CCCCC1)Cn1c(C(F)(F)F)nc2ccccc21 (stereo not drawn) | i | i | -0.3 | i | i | i | i | i | i | 21.1 | i
CCC(C(=O)N1CCc2cc(OC)c(OC)cc2C1)c1ccccc1 (stereo not drawn) | i | i | 0.0 | i | i | i | i | i | i | 12.6 | i
COc1ccccc1-c1noc(-c2ccccc2C(=O)Nc2cccnc2)n1 | i | i | -0.1 | i | i | i | i | i | i | 19.4 | i
CCCCCc1nnc(NC(=O)CS(=O)(=O)Cc2ccccc2)s1 | i | i | -0.2 | i | i | i | i | i | i | 20.3 | i
CCOC(=O)N1CCN(C(=O)C(CC(C)C)NS(=O)(=O)c2ccc3c(c2)oc(=O)n3C)CC1 (stereo not drawn) | i | i | -0.4 | i | i | i | i | i | i | 20.6 | i
Cc1ccc(NS(=O)(=O)c2cccc(C(=O)NNC(=O)c3ccco3)c2)c(C)c1 | i | i | -0.1 | i | i | i | i | i | i | 21.5 | i
COC(=O)CCC(=O)Nc1ccc(OC)cc1 | i | i | -0.2 | i | i | i | i | i | i | 11.5 | i
O=C(c1ccc2oc(CCCc3ccccc3)nc2c1)N1CCCC1 | i | i | 5.5 | i | i | i | i | i | i | 37.3 | i
CCc1ccc(/C=N/NC(=S)NCCc2ccccc2)cc1 | i | i | -0.4 | i | i | i | i | i | i | 14.8 | i
O=C(COc1cccnc1[N+](=O)[O-])N1CCN(S(=O)(=O)c2ccccc2)CC1 | i | i | -0.2 | i | i | i | i | i | i | -1.9 | i
CCN(CC(=O)Nc1ccc2c(c1)OCCO2)C(=O)c1ccc(C)c(S(=O)(=O)N2CCOCC2)c1 | i | i | -0.4 | i | i | i | i | i | i | 28.4 | i
CC(Oc1ccc2ccccc2c1)C(=O)NNC(=O)Nc1ccccc1 (stereo not drawn) | i | i | -0.7 | i | i | i | i | i | i | -9.4 | i
FC(F)(F)C1=CC(c2ccc(Br)cc2)=NCCN1 | i | i | x | i | i | i | i | i | i | 17.4 | i
O=S1(=O)C=C(N2CCOCC2)c2ccccc21 | i | i | 0.0 | i | i | i | i | i | i | 16.2 | i
COC(=O)c1sccc1NC(=O)CSc1ccccc1NS(=O)(=O)c1ccc(F)cc1 | i | i | 0.3 | i | i | i | i | i | i | 13.5 | i
CSCCC(NC(=O)OC(C)(C)C)C(=O)NC(CC(C)C)C(N)=O (stereo not drawn) | i | i | -0.3 | i | i | i | i | i | i | -0.8 | i
COc1ccc2nc(SCC(=O)Nc3ccc(S(=O)(=O)Nc4onc(C)c4C)cc3)[nH]c2c1 | i | i | -0.1 | i | i | i | i | i | i | 22.8 | i
Cc1cccc(NC(=O)Cn2c([N+](=O)[O-])cnc2C)c1C | i | i | -0.3 | i | i | i | i | i | i | 46.4 | i

Additional records
Compound | PolyA inhibitor | TRPC6 act | HIF act | MrgX1 antagonist | TRPC6 inhibitor | MrgX1 PAM | TRPC4 potent | MrgX1 ag | TRPC4 act | AI-2 QS modul | TRPC4 inh
O=C(CSc1ccccc1)Nc1ccc(-c2nc3ccccc3[nH]2)cc1 | i | i | 1.5 | i | i | i | i | i | i | -49.4 | i
COC(C(=O)N1CCC(CCC(=O)Nc2ccccc2)CC1)c1ccccc1 (stereo not drawn) | i | i | 1.8 | i | i | i | i | i | i | 10.9 | i
COc1ccc(NC(=O)c2cccnc2N2CCOCC2)cc1 | i | i | -1.5 | i | i | i | i | i | i | 26.9 | i
Cc1ccccc1/C=N/Nc1nc2ccccc2[nH]1 | i | i | 2.5 | i | i | i | i | i | i | 7.9 | i
O=c1c2sc3nc(N4CCOCC4)c4c(c3c2ncn1-c1ccccc1)CCCC4 | i | i | -0.4 | i | i | i | i | i | i | 7.3 | i
COc1ccc(S(=O)(=O)Nc2ccc(O)c(Sc3ncn[nH]3)c2)cc1 | i | i | 0.6 | i | i | i | i | i | i | 9.6 | i
O=C(CCl)NN1C(=O)NC(c2ccccc2)(c2ccccc2)C1=O | i | i | -1.0 | i | i | i | i | i | i | -95.0* | i
O=C(COC(=O)Cc1c[nH]c2ccccc12)NC1CCCCC1 | i | i | 0.1 | i | i | i | i | i | i | -2.6 | i
C/C(CC(=O)Nc1cccc2c1CCCC2)=N\NC=O | i | i | -0.2 | i | i | i | i | i | i | 0.4 | i
CC1=C(C(=O)OCC2CCCO2)C(c2ccc(C)cc2)C2=C(CCCC2=O)N1 (stereo not drawn) | i | i | 0.1 | i | i | i | i | i | i | 14.3 | i
COc1ccccc1CCCNC(=O)C1CCC(=O)N(Cc2ccccc2F)C1 (stereo not drawn) | i | i | 3.1 | i | i | i | i | i | i | 20.3 | i
